S100A4 inh HTS: inhibitors of S100A4-myosin IIA peptide binding, primary screen, biochemical, fluorescence polarization, TAMRA-MyoIIA peptide | 0.14% of 360,000 active | AID 652163, 2013 | Protein S100-A4 (Homo sapiens), P26447 | inhibition, % at 10.7 µM;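 active = mean inhibition of at least 70% across replicates, with every replicate also reaching that level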
Target sequence (P26447 whole entry, looked up): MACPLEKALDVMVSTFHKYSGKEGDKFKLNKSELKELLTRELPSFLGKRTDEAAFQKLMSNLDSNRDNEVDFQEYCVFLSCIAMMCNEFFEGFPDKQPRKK
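Material: S100A4 monomer (human). Medium: Calcium-containing HEPES buffer, pH 7.2. Probe or stimulus: labelled myosin peptide probe, 5 nM. Compound dosing: one concentration per compound. Timing: polarization read 5 min after assay mix addition, stable 5–60 min. Benchmarks: DMSO as neutral control, TFP as positive control.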
PGC1a acetyl inh: inhibitors of PGC1a acetylation signal, primary screen, cell-based, U2OS, AlphaScreen, inhibitor mode; AlphaScreen anti-acetyl-lysine; with virally co-expressed GCN5 acetyltransferase; inhibition, % at 15.6 µM; 0.17% of 350,000 active; AID 651687, 2012;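 active = every replicate shows inhibition of at least 40%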;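 also: 0% = neutral control wells and 100% = positive control wells; some results beyond the cut were filed as inactive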
LGR2 antag: inhibitors of bursicon-induced LGR2 CRE-luciferase signal, primary screen, cell-based, HEK293, CRE-luciferase reporter, bursicon stimulation | Drosophila bursicon receptor LGR2 (rickets) | bursicon-stimulated, 4 h | inhibition, % at 9.99 µM | 0.35% of 380,000 active;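 active = drop in luminescence signal, shown as inhibition above about 50% in the replicate tests, limit read from the data, passing the limit was not always enough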;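 also: agonist challenge used bursicon conditioned medium at about half maximal strength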
ERAP1 inh: human ERAP1 aminopeptidase inhibitors, primary screen, biochemical, single point, plate reader | Endoplasmic reticulum aminopeptidase 1 (Homo sapiens), Q9NZ08 | recombinant ERAP1, Leu-AMC fluorescence, 60 min | inhibition, % at 10.7 µM | 0.15% of 340,000 active;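 active = mean replicate inhibition of at least 30%, or all replicates individually reaching that 30% level; inactive = mean below 30% and not every replicate reaching it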;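 also: 0% = neutral control wells and 100% = L-leucinethiol positive control wells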
Target sequence (Q9NZ08 whole entry, looked up): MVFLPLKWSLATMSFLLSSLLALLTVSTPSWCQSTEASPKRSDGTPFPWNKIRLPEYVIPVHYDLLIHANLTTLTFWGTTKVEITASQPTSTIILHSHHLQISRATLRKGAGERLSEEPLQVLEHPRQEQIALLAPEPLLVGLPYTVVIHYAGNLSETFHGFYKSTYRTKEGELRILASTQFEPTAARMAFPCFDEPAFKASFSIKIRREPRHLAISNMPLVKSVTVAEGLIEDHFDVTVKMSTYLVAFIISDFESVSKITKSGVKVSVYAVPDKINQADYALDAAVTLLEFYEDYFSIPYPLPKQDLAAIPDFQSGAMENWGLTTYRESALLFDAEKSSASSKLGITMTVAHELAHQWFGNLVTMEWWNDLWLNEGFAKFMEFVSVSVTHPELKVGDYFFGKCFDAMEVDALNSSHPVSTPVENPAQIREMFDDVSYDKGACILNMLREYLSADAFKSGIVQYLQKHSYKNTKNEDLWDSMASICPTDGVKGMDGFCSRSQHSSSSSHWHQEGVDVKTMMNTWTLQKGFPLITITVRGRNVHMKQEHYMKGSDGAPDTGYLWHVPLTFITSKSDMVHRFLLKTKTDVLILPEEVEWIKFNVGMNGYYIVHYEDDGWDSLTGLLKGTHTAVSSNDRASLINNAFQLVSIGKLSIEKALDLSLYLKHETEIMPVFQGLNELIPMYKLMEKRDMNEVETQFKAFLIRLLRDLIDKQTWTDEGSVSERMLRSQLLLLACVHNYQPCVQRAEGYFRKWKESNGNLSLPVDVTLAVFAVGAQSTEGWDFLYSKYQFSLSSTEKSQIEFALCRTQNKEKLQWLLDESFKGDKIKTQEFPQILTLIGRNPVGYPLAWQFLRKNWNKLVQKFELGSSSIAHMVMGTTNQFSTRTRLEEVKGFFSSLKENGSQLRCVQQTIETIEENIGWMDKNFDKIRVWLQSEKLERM
PAX8 reporter: inhibitors of PAX8-driven TPO luciferase reporter, primary screen, RMG-I cells, single concentration | AID 652154, 2013 | 1.2% of 360,000 active | inhibition, % at 12.6 µM | SteadyGlo, 24 h;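 active = mean replicate inhibition at least 60% with every replicate also reaching 60%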;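 also: luciferase light reporting Pax8 driven TPO promoter activity; plate controls were median of neutral control wells for no effect and mitoxantrone controls for full effect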
FN deposition inh: inhibitors of fibronectin matrix deposition, primary screen, AH1F cells, Alexa488-fibronectin fluorescence, plate reader. AH1F fibroblasts, overnight. inhibition, % at 12.6 µM. 0.086% of 350,000 active. AID 743247, 2014;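 active = mean inhibition across replicates of 30% or more, regardless of how many single replicates reach that level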;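 also: positive control wells lacked labelled fibronectin entirely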
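test system = AH1F fibroblasts assembling fluorescent fibronectin matrix | quantity = 10000 AH1F cells per well | buffer or medium = DMEM plus 2% serum, read in PBS | doses = single dose, pinned | incubation = 1 h cell attachment, overnight exposure to compound and label | detection = fluorescence at 485 nm excitation, 525 nm emission | read-out basis = inhibition from reduced deposited-fibronectin fluorescence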
EWS-Fli inh: EWS/Fli-driven NR0B1 reporter inhibitors, primary screen, A673 cells, NR0B1 luciferase, luminescence, MLPCN library; AID 651661, 2012; 0.67% of 350,000 active; viability-normalised; inhibition, % at 12.6 µM;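 active = mean inhibition of at least 50% after viability correction, with every replicate also passing that limit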;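 also: firefly luciferase signal divided by Alamar Blue viability fluorescence both relative to DMSO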
PglD inh: C. jejuni PglD acetyltransferase inhibitors, primary screen, biochemical, DTNB colorimetric, single point; UDP-N-acetylbacillosamine N-acetyltransferase PglD (Campylobacter jejuni); purified PglD enzyme, DTNB colorimetric CoA detection; inhibition, % at 12.5 µM; 0.098% of 360,000 active; in the data active = inhibition above about 16%, passing the limit was not always enough; also: strong numbers were not always called active
An asterisk follows results filed as active.

`COc1ccc(S(=O)(=O)N2CCN(C)CC2)cc1NC(=O)c1ccccc1` gave S100A4 inh HTS 2, LGR2 antag 1, ERAP1 inh -6, PAX8 reporter 8, FN deposition inh 9, EWS-Fli inh -3 and PglD inh -3.
Screening O=C(Nc1cccc(F)c1)N1CC(=O)N2[C@@H](CO)[C@@H](c3ccc(-c4ccc(F)cc4)cc3)[C@@H]2C1 returned S100A4 inh HTS -7, PGC1a acetyl inh -11, LGR2 antag 1, ERAP1 inh 2, PAX8 reporter 16 and EWS-Fli inh -5.
Screening CSc1ncccc1C(=O)OCC(=O)NCc1ccc2c(c1)OCO2 returned S100A4 inh HTS 1, PGC1a acetyl inh 7, ERAP1 inh -5, PAX8 reporter 5, FN deposition inh -3 and EWS-Fli inh 10.
For CCC(C)(C(=O)NC1CCCCC1)N(C(=O)CC1NC(=O)NC1=O)c1c(C)n(C)n(-c2ccccc2)c1=O (centres undefined) the results were S100A4 inh HTS -3, PGC1a acetyl inh 8, LGR2 antag 2, ERAP1 inh -5, PAX8 reporter -1, FN deposition inh -1, EWS-Fli inh 5 and PglD inh -1.
Cc1ccc(S(=O)(=O)Nc2ccc(S(=O)(=O)N3CCOCC3)cc2)cc1 was read as S100A4 inh HTS 0, LGR2 antag -1, ERAP1 inh 3, PAX8 reporter -5, FN deposition inh 4 and PglD inh -4.
Screening CCOC(=O)c1ccc(S(=O)(=O)N2CCN(C(=O)c3cccc(S(=O)(=O)N4CC(C)OC(C)C4)c3)CC2)cc1 (centres undefined) returned S100A4 inh HTS -13, PGC1a acetyl inh 6, LGR2 antag 2, ERAP1 inh 2, PAX8 reporter 7, FN deposition inh -5, EWS-Fli inh 4 and PglD inh 3.
For CCOc1ccc(NC(=O)CN(C)C(=O)Cn2c(=O)oc3ccccc32)cc1OCC the results were S100A4 inh HTS 5, PGC1a acetyl inh -3, LGR2 antag 1, ERAP1 inh 6, PAX8 reporter -11, FN deposition inh -3, EWS-Fli inh -6 and PglD inh -4.
For COc1ccc(C(=O)NC2CCN(C(=S)Nc3ccc(C)c(C)c3)CC2)cc1 the results were S100A4 inh HTS 1, PGC1a acetyl inh 1, LGR2 antag -5, ERAP1 inh 1, PAX8 reporter 1, EWS-Fli inh 7 and PglD inh 1.
`CN1C(C)(C)c2ccccc2OS1(=O)=O` gave S100A4 inh HTS 1, PGC1a acetyl inh 3, LGR2 antag -4, ERAP1 inh -2, PAX8 reporter 12, FN deposition inh 0, EWS-Fli inh -4 and PglD inh 6.
For COc1ccc(S(=O)(=O)Nc2ccc3c(c2)C(=O)N([C@H](C)CO)C[C@H](C)[C@H](CN(C)C(=O)Nc2ccccc2)O3)cc1 the results were S100A4 inh HTS 10, PGC1a acetyl inh -2, LGR2 antag 13, ERAP1 inh -4, PAX8 reporter -40, EWS-Fli inh 2 and PglD inh 3.
Screening Cc1cccc(C)c1NC(=O)CN(C)C(=O)c1ccccc1Sc1ccccc1C#N returned S100A4 inh HTS -5, PGC1a acetyl inh 5, LGR2 antag 12, ERAP1 inh -3, PAX8 reporter 7, FN deposition inh 0, EWS-Fli inh 1 and PglD inh -3.
`COc1ccc(NC(=O)N(C)C[C@H]2OCCCC[C@H](C)Oc3ccc(NC(=O)CCC(F)(F)F)cc3C(=O)N([C@@H](C)CO)C[C@H]2C)cc1` gave S100A4 inh HTS 5, PGC1a acetyl inh -2, LGR2 antag 11, ERAP1 inh 0, PAX8 reporter -7, EWS-Fli inh -7 and PglD inh -2.
For O=C(NCc1ccncc1)C1CCC(=O)N(CCc2ccc(Cl)cc2)C1 (centres undefined) the results were S100A4 inh HTS 6, PGC1a acetyl inh 6, LGR2 antag 3, ERAP1 inh 2, PAX8 reporter 1, FN deposition inh 0, EWS-Fli inh 4 and PglD inh 2.
`COc1cccc(CN2CCSCC2)c1OC` gave S100A4 inh HTS -3, PGC1a acetyl inh 28, LGR2 antag -4, ERAP1 inh 2, PAX8 reporter 4, FN deposition inh 1, EWS-Fli inh 0 and PglD inh 6.
CCCOc1ccc(C(=O)OCC(=O)c2c(N)n(C)c(=O)n(C)c2=O)cc1OC was read as S100A4 inh HTS 6, PGC1a acetyl inh 4, LGR2 antag 3, ERAP1 inh -1, PAX8 reporter 10, FN deposition inh -1, EWS-Fli inh 2 and PglD inh 0.
Screening CCOC(=O)C1C(=O)OC2(CCCCC2)C1C(=O)OCC (centres undefined) returned S100A4 inh HTS 0, PGC1a acetyl inh -2, LGR2 antag -24, ERAP1 inh -1, EWS-Fli inh -5 and PglD inh 1.
CN(C)C(=O)c1cccc(-c2ccc3c(c2)[C@@H]2[C@@H](CCN2C(=O)c2ccccc2)[C@H](CO)N3C)c1 was read as S100A4 inh HTS 11, PGC1a acetyl inh -2, LGR2 antag -20, ERAP1 inh 0, PAX8 reporter 8, FN deposition inh -11, EWS-Fli inh 1 and PglD inh 4.
CC1=C(C(=O)OCc2ccccc2)C(c2ccc3ccccc3c2)NC(=O)N1CCCCCC(=O)O (centres undefined) was read as S100A4 inh HTS -2, ERAP1 inh -2, PAX8 reporter -3, FN deposition inh 5 and EWS-Fli inh -5.
Screening Cc1ccc(S(=O)(=O)N[C@H]2CC[C@H](CCNC(=O)Nc3ccc(Cl)cc3)O[C@@H]2CO)cc1 returned S100A4 inh HTS 3, PGC1a acetyl inh -1, LGR2 antag 0, ERAP1 inh -1, PAX8 reporter 9, EWS-Fli inh -13 and PglD inh 2.
`CCOc1ccc(S(=O)(=O)n2c(C)nc3ccccc32)cc1` gave S100A4 inh HTS 0, PGC1a acetyl inh 0, LGR2 antag 22, ERAP1 inh 0, PAX8 reporter 1, FN deposition inh -7, EWS-Fli inh -5 and PglD inh -2.

For convenience, part of the list above:
Screening Cc1cccc(C)c1NC(=O)CN(C)C(=O)c1ccccc1Sc1ccccc1C#N returned S100A4 inh HTS -5, PGC1a acetyl inh 5, LGR2 antag 12, ERAP1 inh -3, PAX8 reporter 7, FN deposition inh 0, EWS-Fli inh 1 and PglD inh -3.
`COc1ccc(NC(=O)N(C)C[C@H]2OCCCC[C@H](C)Oc3ccc(NC(=O)CCC(F)(F)F)cc3C(=O)N([C@@H](C)CO)C[C@H]2C)cc1` gave S100A4 inh HTS 5, PGC1a acetyl inh -2, LGR2 antag 11, ERAP1 inh 0, PAX8 reporter -7, EWS-Fli inh -7 and PglD inh -2.
For O=C(NCc1ccncc1)C1CCC(=O)N(CCc2ccc(Cl)cc2)C1 (centres undefined) the results were S100A4 inh HTS 6, PGC1a acetyl inh 6, LGR2 antag 3, ERAP1 inh 2, PAX8 reporter 1, FN deposition inh 0, EWS-Fli inh 4 and PglD inh 2.
`COc1cccc(CN2CCSCC2)c1OC` gave S100A4 inh HTS -3, PGC1a acetyl inh 28, LGR2 antag -4, ERAP1 inh 2, PAX8 reporter 4, FN deposition inh 1, EWS-Fli inh 0 and PglD inh 6.
CCCOc1ccc(C(=O)OCC(=O)c2c(N)n(C)c(=O)n(C)c2=O)cc1OC was read as S100A4 inh HTS 6, PGC1a acetyl inh 4, LGR2 antag 3, ERAP1 inh -1, PAX8 reporter 10, FN deposition inh -1, EWS-Fli inh 2 and PglD inh 0.
Screening CCOC(=O)C1C(=O)OC2(CCCCC2)C1C(=O)OCC (centres undefined) returned S100A4 inh HTS 0, PGC1a acetyl inh -2, LGR2 antag -24, ERAP1 inh -1, EWS-Fli inh -5 and PglD inh 1.

Remaining list, next part
Screening CCCn1c2ccccc2c2cnn(CC(=O)NC(C)CC)c(=O)c21 (centres undefined) returned S100A4 inh HTS -4, PGC1a acetyl inh 1, LGR2 antag 8, ERAP1 inh 1, PAX8 reporter -12, EWS-Fli inh 0 and PglD inh -1.
For Cc1ccc(C2(C)NC(=O)N(CC(=O)NC(=O)NC(C)C)C2=O)cc1 (centres undefined) the results were S100A4 inh HTS -1, PGC1a acetyl inh 0, LGR2 antag -8, ERAP1 inh -7, PAX8 reporter 16, FN deposition inh -1, EWS-Fli inh 3 and PglD inh -1.
Screening CCN(CC(=O)Nc1ccc2c(c1)OCCO2)C(=O)/C=C/c1ccc(OC)cc1OC returned S100A4 inh HTS 6, PGC1a acetyl inh -4, LGR2 antag -17, ERAP1 inh -7, FN deposition inh -2, EWS-Fli inh -55 and PglD inh -7.
`O=C(NCCCN1CCOCC1)c1cn(-c2ccccc2)nc1-c1ccc(Br)cc1` gave S100A4 inh HTS -4, LGR2 antag 5, ERAP1 inh -9, PAX8 reporter -1, FN deposition inh -10, EWS-Fli inh 2 and PglD inh 5.
Screening COc1ccc(CCNC(=O)c2cccc(Br)c2)cc1OC returned S100A4 inh HTS 15, PGC1a acetyl inh -7, LGR2 antag 16, ERAP1 inh 0, PAX8 reporter 12, FN deposition inh 3, EWS-Fli inh 2 and PglD inh 4.
Screening CCN1C(=O)[C@H]2[C@H]3CN=C(SCc4ccc(C(=O)OC)cc4)N3[C@@](Cc3ccccc3)(C(=O)OC)[C@H]2C1=O returned S100A4 inh HTS -5, PGC1a acetyl inh 7, LGR2 antag 22, ERAP1 inh 7, PAX8 reporter -3, FN deposition inh 11, EWS-Fli inh -7 and PglD inh -3.
For CCn1nc(C(=O)NCc2ccco2)c(Cl)c1Cl the results were S100A4 inh HTS -1, LGR2 antag -1, ERAP1 inh 0, PAX8 reporter 11, FN deposition inh -12 and EWS-Fli inh -3.
Screening COc1ccc(/C=C/C(=O)Nc2cccc(S(=O)(=O)NC3=NCCCCC3)c2)cc1OC returned S100A4 inh HTS 24, PGC1a acetyl inh -13, LGR2 antag 17, ERAP1 inh 0, PAX8 reporter -1, FN deposition inh 8, EWS-Fli inh 1 and PglD inh -2.
Screening COc1cc(C(C)=O)ccc1OCC(=O)NC(=O)Nc1ccc(C)cc1C returned S100A4 inh HTS -2, LGR2 antag 15, ERAP1 inh 7, PAX8 reporter -2, FN deposition inh -1, EWS-Fli inh -2 and PglD inh 8.
COc1ccc(CCNC(=O)CN2C(=O)NC3(CCCCC3)C2=O)cc1 was read as S100A4 inh HTS -2, PGC1a acetyl inh -5, LGR2 antag 0, ERAP1 inh -1, PAX8 reporter 3, FN deposition inh 5, EWS-Fli inh 10 and PglD inh -1.
`Cc1cccc(CN2CCN(c3nc4nonc4nc3NC3CC3)CC2)c1` gave S100A4 inh HTS 13, PGC1a acetyl inh 17, LGR2 antag -5, ERAP1 inh -2, PAX8 reporter 4, EWS-Fli inh 10 and PglD inh -2.
For CCCc1cc(=O)[nH]c2nnc(SCC(=O)NCc3ccc4c(c3)OCO4)n12 the results were S100A4 inh HTS -24, LGR2 antag 1, ERAP1 inh 2, PAX8 reporter -3, FN deposition inh -2, EWS-Fli inh 0 and PglD inh 1.
Screening O=C(c1cccc(N2C(=O)C3CC=CCC3C2=O)c1)N1CCCc2ccccc21 (centres undefined) returned S100A4 inh HTS 3, PGC1a acetyl inh 7, LGR2 antag -12, ERAP1 inh 3, PAX8 reporter -8, FN deposition inh -6, EWS-Fli inh -4 and PglD inh 5.
